Screens (PubChem BioAssay)
TPT1 inh = Candida albicans TPT1 enzyme inhibitors, primary screen, biochemical, fluorescence polarization; hit rate 0.81% among 300,000; tRNA 2'-phosphotransferase TPT1 (Candida albicans SC5314); inhibition, % at 5 µM; recombinant caTPT1, FP RNA substrate dephosphorylation;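 active means inhibition above the mean of all tested compounds plus 3 SD, set per screening campaign, cut at about 24% in these data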;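 further: plate controls were DMSO alone for no effect and ferristatin control at 100 nM for full effect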
PREPL inhibitor = PREPL enzyme inhibitors, primary screen, biochemical, fluorescence polarization; Prolyl endopeptidase-like (Homo sapiens), Q4J6C6; recombinant PREPL, fluorescence polarization activity-based probe; inhibition, % at 5.96 µM; hit rate 0.68% among 320,000; AID 2751, 2010; in the data active means inhibition above about 43%;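 further: 0% = enzyme with DMSO and 100% = wells lacking enzyme; many of its hits are not listed in these tables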
core dimer inh = inhibitors of HCV core protein dimerization, primary screen, biochemical, TR-FRET, high-throughput. TR-FRET GST/Flag-core106 dimerization, 1536-well. hit rate 0.33% among 300,000. inhibition, % at 5 µM;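 active means inhibition above the mean of all tested compounds plus 3 SD, set per screening campaign, cut at about 45% in these data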
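Material: GST/Flag-tagged HCV core106 proteins. Incubation: 4 h, 22.5 °C incubation. Read-out basis: inhibition (%) from 671 over 617 nm ratio. Measured by: TR-FRET, excitation 340 nm, emission 617 and 671 nm.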
PP1 inh = PP1-alpha phosphatase inhibitors, primary screen, counter-screen for PP5 inhibitor project, biochemical, fluorescence, OMFP substrate, single point. purified PP1alpha. inhibition, % at 6.7 µM. hit rate 0.9% among 320,000;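 active means inhibition above the mean inhibition of all tested compounds plus 3 SD, computed separately for each screening campaign, cut at about 15% in these data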
Target sequence (P62136 whole entry, looked up): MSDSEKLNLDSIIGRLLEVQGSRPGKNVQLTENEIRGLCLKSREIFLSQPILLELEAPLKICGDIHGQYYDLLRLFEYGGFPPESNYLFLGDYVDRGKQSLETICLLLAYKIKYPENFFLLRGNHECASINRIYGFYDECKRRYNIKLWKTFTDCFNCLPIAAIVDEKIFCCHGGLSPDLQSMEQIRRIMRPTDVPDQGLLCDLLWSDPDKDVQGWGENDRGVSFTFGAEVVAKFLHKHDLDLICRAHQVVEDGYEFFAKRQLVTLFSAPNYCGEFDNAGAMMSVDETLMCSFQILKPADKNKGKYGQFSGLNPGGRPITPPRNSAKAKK
PP5 inh = PP5 phosphatase inhibitors, primary screen, biochemical, fluorescence. Serine/threonine-protein phosphatase 5 (Homo sapiens), P53041. purified PP5c, OMFP substrate fluorescence. inhibition, % at 6.7 µM. hit rate 0.18% among 320,000. AID 1987, 2009;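 active means inhibition above the campaign's mean inhibition across all tested compounds plus 3 SD, cut at about 9.5% in these data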;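 further: 0% = DMSO only and 100% = 100 µM cantharidin control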
LYPLA2 inh = LYPLA2 inhibitors, primary screen, counter-screen for PME1 inhibitor project, biochemical, fluorescence polarization, FP-Rh probe ABPP | Acyl-protein thioesterase 2 (Homo sapiens), O95372 | recombinant LYPLA2 | inhibition, % at 5.9 µM | hit rate 0.38% among 320,000 | AID 2177, 2009;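 active means inhibition above the screen-wide mean plus 3 SD, limit set per campaign, cut at about 26% in these data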;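 further: 0% = LYPLA2 with DMSO and 100% = wells lacking LYPLA2 enzyme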
Target sequence (O95372 whole entry, looked up): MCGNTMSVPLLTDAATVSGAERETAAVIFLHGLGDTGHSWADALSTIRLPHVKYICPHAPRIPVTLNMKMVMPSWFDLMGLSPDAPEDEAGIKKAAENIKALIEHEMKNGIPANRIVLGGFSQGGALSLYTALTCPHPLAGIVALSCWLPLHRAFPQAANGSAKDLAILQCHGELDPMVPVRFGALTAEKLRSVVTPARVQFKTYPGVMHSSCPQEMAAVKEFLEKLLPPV
Efflux pump mplx = inhibitors of Candida efflux pumps in yeast, primary screen, S. cerevisiae, Nile Red, multiplex; S. cerevisiae Candida pump triplex; inhibition, % at 10 µM; hit rate 0.44% among 330,000;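 active means plate passing quality check with inhibition over a set limit, or well fluorescence over plate mean plus 4 SD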;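 further: Nile Red retained in pooled yeast measured as flow cytometry median fluorescence; 0% = buffer negative control and 100% = Enniatin B positive control; higher means more Nile Red kept so more efflux inhibition; some compounds called inactive have numbers as strong as hits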
Fh CTSL1 inh = Fasciola hepatica cathepsin L1 inhibitors, primary screen, counter-screen for PFM18AAP inhibitor project, biochemical, QFRET, fluorogenic peptide substrate; inhibition, % at 5.96 µM; hit rate 0.49% among 300,000; recombinant F. hepatica cathepsin L1, Z-Leu-Arg-MCA fluorescence;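 active means inhibition above the mean of all tested compounds plus 3 SD, set per screening campaign, cut at about 17% in these data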;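 further: 0% = plate median of test compound wells and 100% = 1 µM Z-Phe-Ala-diazomethylketone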
GASC-1 inh = inhibitors of GASC-1 histone demethylase, primary screen, biochemical, fluorescence, DELFIA europium; hit rate 0.069% among 330,000; GST-JMJD2C(1-420) H3K9me3 demethylation; inhibition, % at 2.35 µM;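 active means more than half of a compound's replicate wells show inhibition beyond 50%, single wells judged on their own value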;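 further: signal counts dimethyl H3K9 product captured on neutravidin plate; 0% = median of DMSO wells and 100% = 0.3 times that DMSO median; strong numbers were not always called active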
Target sequence (Q9H3R0 1-420 limits assumed): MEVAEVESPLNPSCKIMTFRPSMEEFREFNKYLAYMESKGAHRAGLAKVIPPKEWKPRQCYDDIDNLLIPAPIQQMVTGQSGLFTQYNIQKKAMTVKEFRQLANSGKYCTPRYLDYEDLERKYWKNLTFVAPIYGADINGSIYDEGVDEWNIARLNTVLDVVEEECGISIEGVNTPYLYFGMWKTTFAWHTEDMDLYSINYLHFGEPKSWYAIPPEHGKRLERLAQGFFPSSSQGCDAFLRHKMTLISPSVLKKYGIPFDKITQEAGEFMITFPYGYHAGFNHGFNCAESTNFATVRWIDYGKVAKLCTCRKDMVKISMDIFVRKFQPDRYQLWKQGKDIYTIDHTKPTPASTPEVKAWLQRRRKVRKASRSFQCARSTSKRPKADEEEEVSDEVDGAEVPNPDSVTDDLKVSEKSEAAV
The depositor's hits bear a star; nt = not tested or not shown. Not all compounds are listed. The share of hits here may be higher or lower than overall.

SMILES	TPT1 inh	PREPL inhibitor	core dimer inh	PP1 inh	PP5 inh	LYPLA2 inh	Efflux pump mplx	Fh CTSL1 inh	GASC-1 inh
CC(C)CC(NC(=O)C1CCCN1C(=O)CNC(=O)OCc1ccccc1)C(=O)O (configuration not stated)	0	5	-3	-3	-2.1	3	-0.1	-7	-23
Cc1ccc2sc(C)[n+](CCC(C)S(=O)(=O)[O-])c2c1 (configuration not stated)	-4	7	4	-3	0.8	0	-0.2	0	-4
CCOc1ccc(-c2cnc3ccccc3n2)cc1	2	-13	-3	0	2.2	6	0.0	1	3
COc1ccc(C(CNc2ncnc3sc(C)c(C)c23)N(C)C)cc1 (configuration not stated)	-3	-1	-1	3	2.2	3	-0.2	0	7
N/C(=N\OC(=O)Cc1ccc(Cl)cc1)c1ccccn1	-4	16	1	-3	-0.7	1	0.0	0	1
O=C(N1CCOCC1)N1CCC(n2nnc3ccccc32)CC1	-1	1	-7	-2	1.5	-2	-0.1	0	-26
NC(=O)C(c1ccccn1)c1ncc(C(F)(F)F)cc1Cl (configuration not stated)	-5	-2	1	-4	-1.0	-3	0.0	1	18
CN(C)c1ccc(/C=N/NC(=O)C[n+]2ccccc2)cc1	2	-1	-7	-7	1.2	2	0.1	9	6
CC(=O)c1ccc(NC(=O)CCSCCC(=O)Nc2ccc(C(C)=O)cc2)cc1	2	3	5	1	3.4	4	0.1	-5	15
CC(C)CN1C(=O)C(=O)N(CC(=O)NC2CCCc3ccccc32)C1=O (configuration not stated)	-9	4	-1	3	-0.4	3	0.0	-1	-2
CC(NC(=O)CSc1nc(=O)cc(N)n1CCc1ccccc1)c1ccccc1 (configuration not stated)	-1	-66	5	2	0.8	0	0.0	-1	8
O=c1[nH]c(C2CCN(S(=O)(=O)c3ccccc3C(F)(F)F)CC2)nc2c1nnn2Cc1ccccc1	-2	-3	17	13	4.8	-6	3.1*	2	-16
Cc1ccnn1CCC(=O)N1CCCC(CCC(=O)NCc2ccccc2F)C1 (configuration not stated)	-2	5	0	1	-1.6	-4	-0.1	0	4
N#C/C(=C\c1ccc(OCCN2CCOCC2)cc1)C(=O)Nc1ccc(S(N)(=O)=O)cc1	-1	-6	17	-4	2.3	6	0.1	-3	0
CCCCC(=O)Nc1ccc(C(=O)Nc2ccc(S(=O)(=O)N3CCCC3)cc2)cc1	-1	15	1	-2	3.9	-8	-0.3	-2	-5
CCOC(=O)Cn1c(=O)oc2cc(S(=O)(=O)Nc3cc(OCC)ccc3OCC)ccc21	-2	10	-1	0	2.7	5	0.4	3	nt
COc1cc(Cl)c(S(=O)(=O)N2CC(C)OC(C)C2)cc1Cl (configuration not stated)	-4	4	-3	1	3.4	-2	-0.1	6	1
COc1ccc(CN(CC2CCC(C(=O)O)CC2)C(=S)Nc2ccccc2C)cc1 (configuration not stated)	-2	6	-1	-1	-0.2	1	0.0	-2	-11
O=C1COc2ccc(S(=O)(=O)N3CCC(C(=O)NCc4ccc(F)cc4)CC3)cc2N1	-2	12	-16	-4	1.4	5	-0.3	3	8
CN1CCN(C(=O)c2cc(C(C)(C)C)cc(C(C)(C)C)c2)CC1	-3	11	0	-5	-1.1	2	0.1	2	-5
C[n+]1ccn(CC(=O)c2cccs2)c1	0	6	-1	-2	2.0	5	-0.1	1	3
CC(C)CCOc1ccc(C2(C)NC(=O)NC2=O)cc1 (configuration not stated)	-1	-16	-7	9	-3.7	10	0.0	4	3
O=C(Nc1nccs1)c1ccccc1N=Cc1ccccc1	4	-11	6	1	2.1	-5	0.0	-1	-6
CCCc1cc2c(=O)c(-c3cscn3)c(C(=O)OCC)oc2cc1O	4	0	0	1	-0.5	5	0.0	0	-25
O=C(/C=C/c1ccccc1)N1CCN(CCN2C(=O)c3cccc4cccc(c34)C2=O)CC1	-2	-7	2	1	2.1	64*	-0.1	2	0
COc1ccccc1N1CCN(S(=O)(=O)c2ccc3c4c(cccc24)C(=O)N3)CC1	2	10	2	-5	1.4	1	0.1	0	4
COc1ccc2cc(C3(C)NC(=O)N(CC(=O)Nc4c(C)n(C)n(-c5ccccc5)c4=O)C3=O)ccc2c1 (configuration not stated)	-1	23	-10	-7	-3.9	3	0.7	-7	-3
Cc1cccc(NS(=O)(=O)c2cccs2)c1	0	15	-4	1	1.7	0	-0.1	-6	3
CC(C)CNC(=O)COC(=O)CCC(=O)c1cccs1	3	-4	-2	-2	-0.2	3	0.0	-44	4
O=C(CC1C(=O)NCCN1Cc1cccc(F)c1)NC1CCCCCC1 (configuration not stated)	-3	1	10	6	-1.2	2	-0.3	3	-1
CC(C)C(C(=O)Nc1ccc2c(c1)OCCOCCOCCOCCO2)N1C(=O)c2ccccc2C1=O (configuration not stated)	4	11	0	0	2.5	-2	0.1	-3	-7
O=C(CSc1nc2ccccc2c(=O)n1Cc1ccco1)c1ccc(F)cc1	5	7	2	7	0.0	-4	-0.1	0	2
O=[n+]1c2c(n([O-])c3cc(F)c(N4CCCC4)cc31)CCCC2	-73	-3	-5	0	-1.7	-13	-0.1	6	0
COc1ccc(/C=C/c2c([N+](=O)[O-])c(=O)n(C)c(=O)n2C)c(OC)c1OC	-8	16	-1	-3	-1.0	5	-0.1	1	10
Cc1cc(C)cc(OCC(=O)OCC(=O)NCc2cccs2)c1	-2	0	-8	-5	6.1	3	0.3	-11	4
CC(=C/c1ccccc1)/C=N/n1c(C)n[nH]c1=S	0	-7	-4	-6	4.1	4	0.2	1	3
CC(=O)c1c(C)[nH]c(C(=O)COC(=O)C2CC2)c1C	1	1	1	-3	-0.4	-7	0.0	-4	-8
O=C(NC(=S)Nc1ccccc1O)c1cncc(Br)c1	15	4	8	-4	-0.6	-2	0.1	7	1
CC(=O)Nc1cccc(OCC(=O)NCCC2=CCCCC2)c1	0	-7	4	0	-0.2	8	0.0	2	-19
CN(C)S(=O)(=O)c1cccc(NC(=S)N/N=C/C2CC=CCC2)c1 (configuration not stated)	5	5	5	-1	-1.1	6	0.0	-2	-4
Nc1cc(N)nc(SCC(=O)N2CCc3ccccc32)n1	1	-23	11	-3	0.5	-6	0.1	-5	0
Fc1ccccc1CSc1nnc(-c2ccccc2)o1	1	11	-4	-1	1.7	5	-0.2	-7	9
CCN(CC(=O)Nc1ccc2c(c1)OC(F)(F)O2)Cc1nc2ccccc2c(=O)[nH]1	-3	23	3	-3	-0.5	1	0.0	0	-1
COCCCn1c(C)c(C(C)=O)cc(NC(=O)c2ccccc2)c1=O	-3	7	0	-5	0.8	5	-0.1	3	-3
CCN(CC)C(=O)Cc1ccccc1	-2	-1	-4	-2	2.4	0	-0.1	2	-1
c1ccc(CN2CCC(N=C3NN=C(c4ccc5c(c4)OCCO5)CS3)CC2)cc1	6	-11	2	1	-0.8	-5	0.0	2	2
Cc1cc(C)n(-c2nc3ccccc3nc2Nc2ccc(CC(=O)O)cc2)n1	-1	5	4	2	0.3	-5	-0.2	2	-6
Cc1ccc(C(=O)N/N=C/c2cccc3ccccc23)cn1	0	3	-1	-4	-1.3	-1	0.1	1	5
O=C1CC(c2ccccc2)CC(O)=C1C=NC1CCCC1 (configuration not stated)	0	7	0	-2	-0.1	8	0.2	2	-1
Cc1cc2nc(CCN(Cc3cccnc3)C(=S)Nc3ccccc3)[nH]c2cc1C	-3	9	-2	0	4.6	2	-0.2	-2	-1
The results go on:
SMILES	TPT1 inh	PREPL inhibitor	core dimer inh	PP1 inh	PP5 inh	LYPLA2 inh	Efflux pump mplx	Fh CTSL1 inh	GASC-1 inh
CCn1nnc(NC(=O)c2ccccc2Br)n1	-2	7	-5	-2	1.4	-1	0.0	0	10
CCOc1cccc(N2C(=O)CC(n3cnc4ccccc43)C2=O)c1 (configuration not stated)	0	11	-2	-2	-1.6	1	-0.1	-3	12
CCOC(=O)c1sc(=NC(=O)c2c(F)cccc2F)n(C)c1C	0	2	2	-1	0.7	6	0.1	18*	2
Cc1ccc(OC(=O)CCC(=O)Nc2ccc(C)c(C)c2)cc1	1	1	1	-1	3.2	-4	0.0	-4	24
Cc1cccc(C(=O)N/C(=C\c2ccco2)C(=O)N2CCCC2)c1	3	2	-3	3	3.2	-5	-0.1	-2	5
O=C(O)CCn1[nH]c(=O)ccc1=O	-5	13	-27	-1	3.5	-1	0.2	-4	3
O=C(Cc1ccccc1F)NNC(=O)c1ccncc1	-1	4	5	3	0.3	1	-0.1	1	8
CCNC(=S)N(CCc1cccc(C)c1)Cc1cc2cc(OC)c(OC)cc2[nH]c1=O	1	10	0	2	5.0	0	0.2	1	14
COC(=O)c1ccccc1NC(=O)Cn1cnc2c(cnn2-c2ccccc2)c1=O	4	9	-2	-8	3.2	4	0.5	1	-7
Cc1ccc2cc(CN(Cc3ccco3)C(=O)c3cccs3)c(=O)[nH]c2c1	9	-16	10	-2	-0.9	-8	0.3	-5	-6

Profiles, looked up by structure. Order of values: TPT1 inh | PREPL inhibitor | core dimer inh | PP1 inh | PP5 inh | LYPLA2 inh | Efflux pump mplx | Fh CTSL1 inh | GASC-1 inh
`CCn1nnc(NC(=O)c2ccccc2Br)n1` in the list: -2 | 7 | -5 | -2 | 1.4 | -1 | 0.0 | 0 | 10
`O=C(Cc1ccccc1F)NNC(=O)c1ccncc1` in the list: -1 | 4 | 5 | 3 | 0.3 | 1 | -0.1 | 1 | 8
`CCOC(=O)c1sc(=NC(=O)c2c(F)cccc2F)n(C)c1C` in the list: 0 | 2 | 2 | -1 | 0.7 | 6 | 0.1 | 18* | 2

Later entries.
SMILES	TPT1 inh	PREPL inhibitor	core dimer inh	PP1 inh	PP5 inh	LYPLA2 inh	Efflux pump mplx	Fh CTSL1 inh	GASC-1 inh
CN(C)CCCNC(=S)NCc1ccc(Cl)cc1	-1	-3	3	-2	0.8	-4	0.0	-1	2
CCCC(=O)Nc1c2c(nn1-c1cccc(C)c1C)CS(=O)(=O)C2	1	-6	-1	-2	-4.4	-3	0.0	2	3
O=C(NCc1cccc(Cl)c1)c1cc(=O)[nH]c2ccccc12	-2	6	9	0	0.8	-5	-0.1	1	-5
CC(C)(C)c1nc(SCC(=O)NCc2cccs2)c2ccccc2n1	3	-3	12	0	1.1	-2	-0.1	2	24
O=C(c1cc(-c2ccc(F)cc2)on1)N1CCCCCC1	5	14	2	6	-2.6	-6	0.0	6	8
CCCCC1=CC2=C(c3ccco3)C(=O)C(C)(OC(=O)c3ccc(OC)cc3)C(=O)C2=CN1c1ccc(OC)cc1 (configuration not stated)	3	25	58*	16*	2.5	11	-0.1	0	9
c1csc(Cn2nnnc2CN2CCN(c3nc4ccccc4s3)CC2)c1	-5	15	4	1	-0.5	3	0.0	4	38
O=C(NCc1ccccc1F)c1ccc2c(c1)OCCO2	-3	-4	1	1	0.9	-3	-0.1	-3	1
Cc1ccc(CNc2nc(N)c([N+](=O)[O-])c(Nc3cccc(F)c3)n2)cc1	0	-10	2	2	-0.3	-3	-0.1	0	-3
